Hsp70 activator = Hsp70 transcriptional activation, primary screen; activation, % at 10 µM; HeLa Hsp70 promoter luciferase reporter, luminescence; scaled: vehicle 0, proteasome-inhibitor control 100%; 200,000 compounds, 0.04% hits;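 active = activation above the mean across all tested compounds plus 3 SD, cutoff set per campaign, cut at about 5.5% in these data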;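 also: 100% = MG132 at 30 µM as the positive control and 0% = DMSO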
STAT3 inh = STAT3 signaling inhibition. inhibition, % at 5.5 µM. U3A cells, IL-6 STAT3-luciferase reporter, luminescence; host cell line lacks STAT1. 190,000 compounds, 0.89% hits;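 active = inhibition above the mean inhibition across all screened compounds plus 3 SD, cut at about 44% in these data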;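 also: 0% = DMSO only wells and 100% = 100 µM nifuroxazide control wells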
FLuc inh counter = inhibits firefly luciferase, flagging false hits in luciferase inhibition screens. ATPLite firefly luciferase biochemical luminescence, 10 min. AID 1006. 200,000 compounds, 1.5% hits. inhibition, % at 10 µM. P08659;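 active = inhibition above about 50% when tested at 10 µM, limit read from the data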
Target sequence (P08659 whole entry, looked up): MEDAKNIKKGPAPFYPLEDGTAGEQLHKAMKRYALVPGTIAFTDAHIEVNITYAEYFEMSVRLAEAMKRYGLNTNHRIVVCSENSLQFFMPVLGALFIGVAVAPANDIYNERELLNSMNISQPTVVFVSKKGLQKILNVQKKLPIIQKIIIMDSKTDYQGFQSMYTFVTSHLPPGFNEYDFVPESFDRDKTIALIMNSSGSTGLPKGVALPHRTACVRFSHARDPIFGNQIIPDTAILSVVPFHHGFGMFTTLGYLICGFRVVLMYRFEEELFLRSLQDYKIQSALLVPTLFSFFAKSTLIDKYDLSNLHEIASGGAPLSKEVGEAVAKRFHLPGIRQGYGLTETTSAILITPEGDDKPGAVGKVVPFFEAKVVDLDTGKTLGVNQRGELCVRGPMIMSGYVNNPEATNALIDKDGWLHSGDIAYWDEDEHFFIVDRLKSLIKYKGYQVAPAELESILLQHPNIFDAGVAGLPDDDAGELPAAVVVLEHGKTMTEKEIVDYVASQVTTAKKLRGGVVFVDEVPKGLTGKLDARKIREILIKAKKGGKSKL
NF-kB neuron act = raises NF-kB expression in human neuronal cells. AID 1239. 190,000 compounds, 1.6% hits. fold change at 12.5 µM. NF-kB reporter expression; active compounds read high; in the data active = fold change above about 3.3
RAM network inh = blocks the yeast RAM network. inhibition, % at 50 µM. 190,000 compounds, 1.8% hits. S. cerevisiae dse1pr::URA3 reporter, 5-FOA growth OD615, 2 d; analog-sensitive cbk1-as2 kinase mutant strain;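 active = inhibition above a set limit, 3 SD over mean compound inhibition, cut at about 8.4% in these data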;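 also: 0% = DMSO-only wells with no growth and 100% = 10 µM 1-NA-PP1 full growth; inhibition rescues growth on 5-FOA so higher OD means more RAM inhibition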
STAT1 blocker = inhibitors of IFN-gamma induced STAT1 signaling | NIH 3T3 STAT1-luciferase reporter, luminescence | 200,000 compounds, 0.35% hits | inhibition, % at 5.5 µM;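 active = inhibition above a set limit, the mean inhibition across all tested compounds plus 3 SD, cut at about 34% in these data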;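 also: 0% = IFN-gamma with DMSO and 100% = IFN-gamma with 300 µM nifuroxazide; values of inactives mirror those of a sister screen read the other way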
APP 5'UTR act = APP 5'UTR luciferase reporter activation | SH-SY5Y APP 5'UTR luciferase reporter, luminescence; zero percent = DMSO vehicle wells | activation, % at 2 µM | 190,000 compounds, 1% hits | AID 1276;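 active = activation above a set limit, based on mean plus 3 SD of controls, cut at about 140% in these data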; also: values of inactives mirror those of a sister screen read the other way
STAT1 activator = activators of IFN-gamma induced STAT1 signaling; NIH 3T3 STAT1-luciferase reporter, luminescence; 100% = IFN-gamma alone, no compound; activation (% of control), % at 5.5 µM; 200,000 compounds, 2.6% hits;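 active = activation above the screen-wide mean activation plus 3 SD, cut at about 130% in these data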;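 also: raw ratio to IFN-gamma control signal so 100% means no change and 0% no light; values of inactives mirror those of a sister screen read the other way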
STAT3 act = increases IL-6 driven STAT3 reporter signal; U3A cells, IL-6 STAT3-luciferase reporter, luminescence; 100% = signal with IL-6 EC80 alone; activation (% of control), % at 5.6 µM; 190,000 compounds, 0.91% hits; AID 871;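 active = activation above the screen-wide mean of compound activation plus 3 SD, cut at about 130% in these data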;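 also: 0% = background luminescence of wells with medium and substrate only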
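Test system: human U3A cells carrying STAT3-luciferase construct; control set: IL-6-only wells as 100% reference; timing: compound pre-incubation 1 h before IL-6, then 6 h stimulation at 37 °C; also added: IL-6 stimulus at 33 ng/mL final; evaluation: % activation versus median of IL-6-stimulated wells; detection: reporter luminescence signal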
APP transl inh = APP translation inhibition; 190,000 compounds, 0.82% hits; SH-SY5Y APP 5'UTR-luciferase reporter, luminescence; inhibition, % at 2 µM;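 active = inhibition above a set limit, derived from the sample mean plus 3 SD, cut at about 45% in these data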; also: values of inactives mirror those of a sister screen read the other way
* = called active by the depositor; nt = not tested or not shown.

SMILES	Hsp70 activator	STAT3 inh	FLuc inh counter	NF-kB neuron act	RAM network inh	STAT1 blocker	APP 5'UTR act	STAT1 activator	STAT3 act	APP transl inh
CCc1nc2cc(C)nn2c2nc3ccccc3n12	-0.3	11	0	0.91	1.4	4	6	96	93	-6
S=C(NCc1ccco1)Nc1ccc(Cl)c(Cl)c1	0.1	32	4	1	0.3	3	7	97	81	-7
CC(=O)Nc1ccc(OCCOc2ccc(/C=C3/C(=N)N4C=CSC4=NC3=O)cc2)cc1	-0.1	16	-5	1	6.0	-2	10	101	95	-10
CSC1=C(C#N)C(c2ccccc2C)C(C#N)=C(N)N1 (configuration not stated)	-0.3	12	-6	0.98	2.2	-2	8	102	93	-8
CC(C)NC(=S)N=Nc1c(O)[nH]c2ccc([N+](=O)[O-])cc12	-0.5	5	-5	1	4.5	11	4	89	102	-4
N#CCc1ccc(C(=O)c2ccccc2F)s1	-0.3	19	1	1.1	0.7	-2	6	102	89	-6
COCCn1c(=NC(=O)C2COc3ccccc3O2)sc2cc(S(N)(=O)=O)ccc21 (configuration not stated)	0.1	15	-7	0.89	4.4	-2	2	102	94	-2
N#CCCSCc1ccc(C(=O)O)o1	0.0	7	-8	0.98	1.0	5	-3	96	97	3
CC(=O)c1sc(N/N=C\c2ccc(Br)cc2)nc1C	0.1	1	5	1.7	2.6	-29	64	126	97	-64
Cc1nn(C)cc1NC(=O)c1cc2nc(-c3ccco3)cc(C(F)(F)F)n2n1	-0.2	21	-4	0.9	1.4	-8	-16	105	88	16
CCc1ccc(N2CC(C(=O)Nc3cc(C)ccc3F)CC2=O)cc1 (configuration not stated)	-0.1	-1	1	1.2	7.2	3	4	98	105	-4
O=C(Nc1ccc(Cl)cn1)c1ccc(-c2cc(Cl)ccc2Cl)o1	0.0	10	-7	1.2	2.9	-5	-20	105	101	20
Cc1csc(SCC(=O)NC2CCCCC2)n1	-0.5	10	-7	1.4	-1.6	6	-10	94	96	10
Cc1c(NC(=O)CN2C(=O)c3ccc([N+](=O)[O-])cc3C2=O)c(=O)n(-c2ccccc2)n1C	-0.3	0	1	1.4	0.5	-4	-3	102	104	3
CSc1nc(C)cc(SC(C(C)=O)C(=O)Nc2ccccc2)n1 (configuration not stated)	-0.1	9	-7	1.2	-0.8	-1	17	101	96	-18
COC(=O)C1CSC(C(=O)OC)N1C(=O)Nc1c(C)cccc1C (configuration not stated)	-0.4	2	-4	1.1	0.2	2	5	99	101	-5
Cc1ccc(C(=O)CSc2nnc(-c3ccco3)n2Cc2ccccc2)cc1	0.2	-4	2	1.7	4.7	-8	28	108	108	-28
CCOc1ccc(NC(=O)CNC(=O)COc2ccccc2)cc1	0.1	8	1	0.99	3.3	5	15	96	93	-15
Cc1cc([N+](=O)[O-])nn1CC(=O)NCCCn1ccnc1	-0.3	-2	-3	1.2	0.9	5	7	95	104	-7
CNS(=O)(=O)c1cccc(C(=O)NCC2(N3CCOCC3)CCCCC2)c1	0.4	11	-5	1	-0.5	0	-12	97	95	12

Continued; the last 3 above are carried over.
SMILES	Hsp70 activator	STAT3 inh	FLuc inh counter	NF-kB neuron act	RAM network inh	STAT1 blocker	APP 5'UTR act	STAT1 activator	STAT3 act	APP transl inh
CCOc1ccc(NC(=O)CNC(=O)COc2ccccc2)cc1	0.1	8	1	0.99	3.3	5	15	96	93	-15
Cc1cc([N+](=O)[O-])nn1CC(=O)NCCCn1ccnc1	-0.3	-2	-3	1.2	0.9	5	7	95	104	-7
CNS(=O)(=O)c1cccc(C(=O)NCC2(N3CCOCC3)CCCCC2)c1	0.4	11	-5	1	-0.5	0	-12	97	95	12
Cc1ccc(C)n1-c1ccc(C(=O)NC2CCN(Cc3ccccc3)CC2)cc1	-0.1	16	0	1.1	2.3	6	1	94	86	-1
O=c1c(-c2ccccc2)coc2c(CN3CCCC3)c(O)ccc12	-0.2	0	-6	1.1	-0.4	1	-5	99	102	4
COC(=O)c1cc(NC(=O)c2ccccc2F)cc(C(=O)OC)c1	0.4	20	0	1.1	2.5	0	-5	100	89	5
Cc1cc(C)n2nc(C(=O)N3CCCC(CNS(=O)(=O)c4cccs4)C3)cc2n1 (configuration not stated)	-0.3	5	-6	1	0.4	-1	-3	99	102	3
COc1cccc(CC(=O)Nn2c(C)nc3ccccc3c2=O)c1	0.0	2	-6	1.1	1.5	-1	2	100	101	-2
O=C(C1CCN(S(=O)(=O)Cc2ccccc2)CC1)N1CCCc2ccccc21	-0.2	-37	-4	0.66	3.5	-3	-5	103	136*	5
COc1ccc(NC(=O)c2[nH]c(C)c(C(C)=O)c2C)cc1Cl	-0.2	-20	2	1.1	3.5	-2	23	102	124	-22
CN(C)S(=O)(=O)c1ccc(C(=O)NCCSc2ccc(Br)cc2)cc1	-0.4	5	-8	0.95	1.6	4	-7	96	97	7
Cc1cc([N+](=O)[O-])ccc1NCc1cccc([N+](=O)[O-])c1	-0.3	5	0	0.83	4.2	9	-11	92	102	11
COc1ccc(C2(CNC(=O)/C=C\c3ccco3)CCCC2)cc1OC	-0.4	-18	-1	1.8	1.9	-1	5	101	120	-5
Cc1ccnc(-n2sc3ccccc3c2=O)n1	-0.3	-15	22	1.2	-1.1	9	-10	82	113	10
O=C(NCc1ccc(C(F)(F)F)cc1)C12CN(Cc3ccccc3)CC1C(c1cccc([N+](=O)[O-])c1)=NO2 (configuration not stated)	-0.3	-6	-2	0.92	3.0	0	-2	100	110	2
CCCCN(C)CCC(=O)Nc1ccc(OC)cc1OC	-0.2	6	-6	1.1	2.8	5	-6	96	99	6
CCNc1ccc(S(=O)(=O)N(C)C)cc1NCC(=O)Nc1ccccc1Br	-0.3	2	-4	0.8	0.0	3	3	96	101	-3
Cn1c(SCC(=O)Nc2ccccc2F)nnc1-c1cc2ccccc2o1	-0.1	0	1	0.92	0.6	6	-1	94	107	2
CCN(CC)C(=O)COc1ccc(/C(C)=N/NC(=O)c2ccccc2Br)cc1	1.0	-3	1	1.2	0.8	-4	10	104	106	-10
CCOC(=O)N1CCN(C(=O)c2ccc(N(C)S(C)(=O)=O)cc2)CC1	-0.3	9	-8	1	2.3	-1	-12	100	95	12
Cc1ccccc1N1C(=O)CC(Sc2nnc(-c3ccccc3)o2)C1=O (configuration not stated)	-0.3	9	-4	0.92	5.1	7	-1	93	97	1
COc1ccc(CCC(=O)NCCc2cn3c(C)csc3n2)cc1	0.0	5	-1	1	0.7	4	-8	97	103	8
COC(=O)c1ccccc1NC(=O)CCCn1nc([N+](=O)[O-])c(Br)c1C	-0.2	4	-7	0.97	0.6	-2	16	100	105	-16
O=C(CSc1nnc2n1CCCN2C(=S)Nc1ccc(Cl)cc1)c1ccccc1	0.0	5	-4	1.4	3.1	4	-1	97	99	1
CSCCC(NC(=O)c1cccc(C)c1)C(=O)OCC(=O)NC(=O)c1cccn1C (configuration not stated)	-0.4	1	-2	1.2	2.6	-8	-8	108	104	8
CCn1c(COc2ccc3c(c2)OCO3)nnc1SCC(=O)c1ccccc1	-0.5	15	-2	1	4.0	10	-18	93	89	18
COC(=O)c1ccc(NC(=O)C(=O)N2CCN(C(=S)Nc3ccccc3OC)CC2)cc1	-0.1	-2	-2	1.2	1.3	6	-2	95	99	2
Cc1ccccc1NC(=S)N1CCC(C(=O)c2ccc(F)cc2)CC1	0.0	-1	-1	1.2	0.6	-8	15	107	105	-15
Cc1ccc(-n2c(-c3ccccc3)nnc2-c2cccs2)cc1	-0.2	3	-8	1.5	1.0	-3	-8	102	100	8
COC(=O)C1=C(C)NC(=O)NC1c1ccsc1 (configuration not stated)	0.1	6	-4	0.99	-1.1	-3	3	103	99	-3
CCN1C(=O)CSc2ccc(C(=O)NCCCN3CCOCC3)cc21	0.0	2	-1	0.93	0.4	11	1	90	99	-1
CCCOc1ccccc1C1NC(=O)NC(C)=C1C(=O)OCCOC (configuration not stated)	0.1	10	-5	1.1	1.2	4	-40	97	98	40
COc1ccc(CNCC(O)(c2ccc(Cl)cc2)c2ccc(Cl)cc2)cc1OC	-0.3	6	-2	0.94	5.7	8	12	93	102	-12
Cc1ccc(NC(=O)OCCN2CCN(Cc3ccccc3)CCC2=O)cc1	0.0	-3	3	0.93	0.3	-1	-3	101	100	3
COC(=O)Cc1cc(=O)[nH]c(/N=C(\N)Nc2ccccc2C)n1	-0.6	2	-5	1.1	0.4	3	-9	99	101	9
CCOC(=O)C1(Cc2ccccc2)CCCN(Cc2ccc(OCCO)cc2)C1 (configuration not stated)	-0.2	13	0	1.1	-0.2	4	14	95	92	-14
O=C(COC(=O)c1ccc2ccccc2n1)NCc1ccccc1	-0.4	0	5	1.2	-0.6	1	-26	98	106	26
C(=C\c1ccccc1)/C=N/N1CCN(Cc2ccccc2)CC1	-0.1	3	-5	1.7	1.0	-8	23	106	99	-23
CCOC(=O)c1c(C2CCN(C(=O)OCC)CC2)nc2ccccn12	-0.2	27	-4	0.98	1.2	7	6	94	84	-6
COc1ccc(Cc2nnc(SCc3ccc([N+](=O)[O-])cc3)o2)cc1	-0.1	4	-2	1	1.1	6	-11	93	101	11
COc1cccc(C(=O)Nc2ccc(NC(C)=O)cn2)c1	-0.3	0	15	1.6	1.1	-26	26	124	103	-26
CN(C(=O)c1ccc(Cl)c(S(=O)(=O)N2CCOCC2)c1)c1ccccc1C(=O)O	-0.3	1	-4	0.93	1.3	-6	-9	106	101	9
Cc1nc2ccc(NC(=O)N3CCC(c4ccccc4)C3)cc2nc1C (configuration not stated)	-0.1	16	-7	0.6	2.1	6	10	95	89	-10
CS(=O)(=O)N1CCC(C(=O)Nc2ccc(C(F)(F)F)cc2)CC1	-0.2	5	-9	1.3	1.0	0	13	99	106	-13
C/C(Cl)=C\Cn1c(N2CCCC2)nc2c1c(=O)[nH]c(=O)n2C	-0.2	-12	-8	1.1	-0.8	-6	26	106	113	-26
Clc1ccc(Nc2nc(C3CC3)cs2)cc1	0.1	13	14	5.1*	6.1	-59	180*	154*	96	-180
Cc1cc(C)c(-c2csc(NC(=O)COC(=O)c3ccc4c(c3)OCO4)n2)c(C)c1	-0.4	-3	-3	1.4	4.5	-1	2	100	103	-2
Cc1nc([N+](=O)[O-])c(Br)n1CC(=O)c1ccc(F)cc1	-0.2	12	-7	1.1	1.1	16	7	84	97	-7
O=C(CN1CCS(=O)(=O)CC1)NNC(=O)C1CCCCC1	-0.2	1	-3	1.2	-0.9	-2	17	102	101	-17
COc1ccc(C(=O)c2nc3c(n2O)CCCCC3)cc1	-0.1	1	2	1	-0.5	-1	2	101	100	-2
CCO[C@@H]1OC(C(=O)Nc2ccccc2)=C[C@H](c2csc3ccccc23)[C@H]1CCCO	-0.2	nt	-6	1	4.5	-5	-20	106	nt	20
COCCn1c(C)cc(C(=O)COC(=O)c2ccc3ncsc3c2)c1C	-0.6	-4	26	1.1	2.3	-35	83	132*	106	-83
O=C(CSc1nc2ccccc2o1)Nc1nc(-c2ccccc2)cs1	0.0	-4	2	0.5	2.3	-52	74	147*	109	-74
Cc1ccccc1Nc1nnc(SCC(=O)NC(=O)NCc2ccco2)s1	0.0	7	-7	0.94	2.4	1	-8	100	98	8

Assay outcomes: PubChem BioAssay, several laboratories

Random draw from the library. Share with any hit: about 7.7%.
